RXFP1 ag – agonists of human relaxin receptor RXFP1; 370,000 compounds, 0.3% hits; HEK293T-RXFP1 cAMP TR-FRET, 30 min; response scale: percent of porcine relaxin response, buffer zero; Potency, µM (highest dose often 57.5 µM), inactives show at the top dose activation, most hits filed as activators; note: potency is the fitted concentration of half-maximal effect; % is set by controls: 0 for no effect and ±100 for the full control effect; nearly all actives have a fitted effect of over 60% in size; many of its hits are not listed in these tables
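Agonist response is measured as cAMP accumulation in an RXFP1-transfected HEK293T line under PDE4 inhibition. Values are scaled between buffer-only and 29 nM porcine relaxin, and EC50s come from standard Hill equation fits.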
USP1-UAF1 inh – blocks the human USP1/UAF1 deubiquitinase complex | O94782 | recombinant USP1/UAF1, Ub-Rhodamine cleavage fluorescence | Potency, µM (titrated, usually from 57.1 µM), without a hit: top-dose activity change, negative = inhibition, usual class: inhibitors | 390,000 compounds, 0.23% hits; note: potency is the fitted concentration of half-maximal effect; % is set by controls: 0 for no effect and ±100 for the full control effect; nearly all actives have a fitted effect of over 60% in size; inactives centre near -12
Target sequence (O94782 whole entry, looked up): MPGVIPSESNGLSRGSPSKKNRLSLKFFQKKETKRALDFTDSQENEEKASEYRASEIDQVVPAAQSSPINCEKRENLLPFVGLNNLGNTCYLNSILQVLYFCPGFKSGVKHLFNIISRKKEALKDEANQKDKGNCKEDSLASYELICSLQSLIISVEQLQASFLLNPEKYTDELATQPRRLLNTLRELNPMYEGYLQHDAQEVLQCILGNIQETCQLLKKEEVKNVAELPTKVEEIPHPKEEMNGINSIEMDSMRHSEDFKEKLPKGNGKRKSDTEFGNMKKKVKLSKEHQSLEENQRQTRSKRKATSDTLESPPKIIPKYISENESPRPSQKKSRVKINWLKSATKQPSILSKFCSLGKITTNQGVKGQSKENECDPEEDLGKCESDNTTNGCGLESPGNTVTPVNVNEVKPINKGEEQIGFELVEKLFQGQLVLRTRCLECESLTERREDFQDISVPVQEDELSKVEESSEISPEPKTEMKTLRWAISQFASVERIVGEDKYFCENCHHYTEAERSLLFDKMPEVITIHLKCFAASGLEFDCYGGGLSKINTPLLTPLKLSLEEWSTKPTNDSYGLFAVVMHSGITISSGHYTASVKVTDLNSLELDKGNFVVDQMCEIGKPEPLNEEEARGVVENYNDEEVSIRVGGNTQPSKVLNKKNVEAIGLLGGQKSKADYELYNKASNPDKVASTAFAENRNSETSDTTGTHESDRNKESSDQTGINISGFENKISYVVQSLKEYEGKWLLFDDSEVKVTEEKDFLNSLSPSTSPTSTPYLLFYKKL
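USP1/UAF1 complex at 1 nM was preincubated with compound for 15 min at room temperature, then Ub-Rho substrate (150nM final) was added. Fluorescence (480/540 nm) was read kinetically, 6 reads every 60 seconds.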
PI4K2A block – inhibitors of human PI4K2A | Q9BTU6 | purified PI4K2A, ADP-Glo luminescence, 1 h; active compounds read low | activity change, negative = inhibition, % at 76.9 µM | 420,000 compounds, 0.13% hits | AID 1346378; in the data active = activity change below about -50%; inconclusive = mostly about -30% to -49%;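 note: -100% = wells without enzyme as full effect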
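In this quantitative HTS, ADP production by PI4K2A was quantified luminescently after 1 h at ambient temperature; 100 microM adenosine served as plate-quality control.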
TrxR1 substrate – substrates of rat thioredoxin reductase 1. 390,000 compounds, 0.01% hits. O89049. Potency, µM (series often up to 114 µM), for the others: top-dose activity change, negative = substrate turnover. purified TrxR1 substrate turnover, NADPH consumption readout; note: potency is the fitted concentration of half-maximal effect; % is set by controls: 0 for no effect and ±100 for the full control effect; nearly all actives have a fitted effect of over 50% in size
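Rat TrxR1, dispensed at 90 nM, was prereduced with 400 uM NADPH (final) for 5 min at ~22 deg C, then incubated with compound 15 min before 400 uM selenite. A first-read NADPH fluorescence drop versus no-compound background flagged substrates.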
Vif-A3F inh – Vif-A3F binding inhibition. HeLa A3F-eYFP + Vif (tagged APOBEC3F with the HIV-1 protein that degrades it), YFP fluorescence increase. Potency, µM (doses to about 46.1 µM), inactives show top-dose activity, negative = active. 390,000 compounds, 0.2% hits. AID 602313; note: potency is the fitted concentration of half-maximal effect; % of control where 0% means no effect; nearly all actives have a fitted effect of over 65% in size
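HeLa cells stably expressing A3F-eYFP plus Vif, plated and incubated overnight at 37 deg C, then exposed to compounds overnight at 37 deg C. Blocked degradation read as raised yellow fluorescence (Ex 488/Em 500-530).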
GRP78 ERSR act – inducers of ER stress response in human glioma cells; U87-MG GRP78 promoter luciferase reporter, 16 h; Potency, µM, without a hit: top-dose activation, most hits filed as activators; 420,000 compounds, 0.02% hits; AID 602332; note: potency is the fitted concentration of half-maximal effect; series mostly up to about 76 µM; % of control where 0% means no effect; nearly all actives have a fitted effect of over 35% in size
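ERSR induction read as luciferase luminescence (Bright-Glo, 10 min at room temperature) in stably transfected human U87-MG glioma cells exposed to compounds for 16 h, using GRP78 as sensor.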
Vif-A3G inh – Vif-A3G binding inhibition | Q9HC16 | HeLa A3G-eYFP + Vif (tagged APOBEC3G with the HIV-1 protein that degrades it), YFP fluorescence, overnight | Potency, µM (series often up to 46.1 µM), without a hit: at the highest dose activity, negative = active, actives largely listed as inhibitors | 410,000 compounds, 0.076% hits | AID 602310;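 note: potency is the fitted concentration of half-maximal effect; % is set by controls: 0 for no effect and ±100 for the full control effect; nearly all actives have a fitted effect of over 60% in size; hits raise eYFP signal because A3G escapes Vif-driven loss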
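HeLa cells stably expressing Vif and C-terminally eYFP-tagged A3G, seeded overnight at 37 deg C, then exposed to compound by pintool overnight at 37 deg C. Rise in yellow fluorescence (Ex 488/Em 500-530, Acumen) marks blocked Vif-driven A3G degradation.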
IDH1 R132H inh – blocks human mutant IDH1 R132H enzyme | O75874 | IDH1-R132H enzyme, NADPH consumption, diaphorase/resazurin fluorescence | Potency, µM (doses to about 76.6 µM), for the others: at the highest dose activity change, negative = inhibition, actives largely listed as inhibitors | 390,000 compounds, 0.093% hits; note: potency is the fitted concentration of half-maximal effect; % is set by controls: 0 for no effect and ±100 for the full control effect; nearly all actives have a fitted effect of over 65% in size
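IDH1-R132H (0.5 ug/mL) preincubated 30 min with compound, then NADPH (0.016 mM) and alpha-KG (2 mM) added; 80 min at RT, pH 7.5. Remaining NADPH coupled via diaphorase/resazurin to fluorescence (540/590 nm); concentration-response curves normalized to no-enzyme control.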
LDHA inh – LDHA (human) enzyme inhibition | purified LDHA, NADH/diaphorase-resazurin fluorescence; active compounds read low | activity change, % (values are at about 110 or 230 µM) | 480,000 compounds, 0.15% hits; in the data active = activity change below about -30%; inconclusive = mostly about -25% to -30%;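 note: plate controls were DMSO wells for no effect and wells without enzyme for full effect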
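Resorufin fluorescence (ex540/em590), read at 0 and 20 min after diaphorase/resazurin addition, reports the NADH left after a 5 min room-temperature reaction of 2 nM human LDH5 with 0.06 mM NADH and 0.2 mM pyruvate.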
* hit, by the source's call; ? = inconclusive; . = not tested or not shown; & = joins results of further samples; [ ] = remark or other dose. Unless noted, calls come from the whole dose curve; as a rule, active = well fitted curve in the direction sought with a large enough effect; inconclusive = small, poorly fitted or top-dose-only effect, or another doubt; inactive = no such curve, though single readings can be large; an effect the other way counts as inactive or inconclusive. Some of the compounds tested; rates above refer to the full screens.

SMILES	RXFP1 ag	USP1-UAF1 inh	PI4K2A block	TrxR1 substrate	Vif-A3F inh	GRP78 ERSR act	Vif-A3G inh	IDH1 R132H inh	LDHA inh
CC(C)(C)OC(=O)N1CCC(c2c(C(=O)N3CCN(C4CCCCC4)CC3)cnn2-c2ccc(F)cc2)CC1	0.2%	-14%	4	5%	0%	-3%	1%	-3%	-3
CCCCn1c(CNC(=O)CCC)nc2ccccc21	2.5%	-4%	8	13%[57.1 µM]	-18%	1%	1%	-9%	0
CC(C)CC(C(=O)OCC(=O)c1c(N)n(C)c(=O)n(C)c1=O)N1C(=O)c2ccccc2C1=O (stereo not drawn)	0.9%	-9%	5	-15%	5%	-5%	0%	2%	-3
Cc1nc(-c2cccc(-c3noc(C)n3)c2)no1	-0.5%	-8%	-2	6%	-1%	0%	2%	-1%	-4
CN(c1cccc(Cl)c1)S(=O)(=O)c1cccc(C(=O)Nc2nc3ccccc3[nH]2)c1	-2.0%	-22%	4	6%	7%	-2%	-8%	-8%	-6
CCOC(=O)[C@@H]1[C@H]2COc3ccccc3[C@@H]2N2C(=O)N(c3ccc(OC)cc3)C(=O)[C@]12C	.	?	-1	-3%[57.1 µM]	-13%	-3%	2%	-5%	-6
Cc1ccc(N2C(=O)CC(NCc3ccc4c(c3)OCO4)C2=O)cc1Cl (stereo not drawn)	0.4%	5%	-4	-8%	0%	14%	0%	0%	-1
C[C@@H]1CN([C@@H](C)CO)C(=O)CCCn2nncc2CO[C@H]1CN(C)C(=O)Nc1cccc2ccccc12	.	?	0	.	-2%	-2%	0%	-2%	8
O=C(Nc1cccc(-c2nc3ncccc3o2)c1)c1sc2ccccc2c1Cl	-1.9%	?	-4	-7%	-6%	0%	-2%	3%	-10
CCCn1c(N)c(NCCN2CCOCC2)c(=O)n(CC(=O)NCc2ccccc2)c1=O	-0.6%	-11%	-3	-5%	2%	-3%	1%	-3%	-5
C/C(CC(C)C)=N\NC(=O)Nc1ccccc1	-0.5%	-8%	5	-13%	-21%	-4%	-3%	3%	-1
Cc1cccc(COc2ccc(/C=N/NC(=O)c3nnn(-c4nonc4N)c3COc3ccc(F)cc3)cc2)c1	-0.9%	-18%	0	18%	-7%	3%	-6%	1%	-4
c1ccc(CNc2ccc3ccccc3n2)nc1	2.9%	-9%	1	22%	-2%	-4%	-1%	2%	4
COc1ccc(CC(=O)NCCc2ccc3c(c2)OCO3)cc1OC	.	-29%	-7	.	-5%	-6%	-1%	-2%	-13
Cc1nn(C(=O)Cn2ccc([N+](=O)[O-])n2)c(C)c1Br	-1.6%	-3%	5	3%	0%	-1%	-2%	2%	-3
O=C(NCc1ccccn1)C1CCN(C(=O)c2cc3sccc3n2Cc2ccc(F)cc2)CC1	2.5%	-17%	-7	-11%	-6%	-3%	-4%	0%	-7
COc1ccc(N2CCN(CC(=O)c3ccc(O)cc3O)CC2)cc1	0.9%	-19%	5	-3%	-6%	-4%	1%	0%	7
Cc1ccc(OCC(=O)N2CCc3ccccc32)cc1	-0.6%	-12%	1	1%	3%	4%	-12%	-18%	-4
CCOC(=O)c1cc2c(=O)n3ccccc3nc2n(CC2CCCO2)c1=NC(=O)c1ccc(F)cc1 (stereo not drawn)	4.3%	-18%	-2	21%	-3%	-3%	1%	24%	-4
COC(=O)C1=C(C)N(CCCC(=O)O)C(=O)NC1c1cccc(OC)c1 (stereo not drawn)	.	-16%	0	8%	-5%	-2%	-1%	-8%	-6
N#CC1=C(N)SC(N)=C(C#N)C1C1CC=CCC1 (stereo not drawn)	0.0%	-11%	12	6%[57.1 µM]	6%	-5%	-4%	-3%	-4
CC(C)C1CC(CCN2CCCCC2)(c2ccccc2)CCO1 (stereo not drawn)	-0.7%	-7%	4	-4%	0%	-1%	1%	8%	-4&-14
CCOc1ccc(C2CC(c3c(O)c4ccccc4oc3=O)=NN2c2ccccc2)cc1OC (stereo not drawn)	0.1%	-9%	6	-1%	?	-1%	?	24%	1
O=C1C(Cl)=C(NC(=O)c2ccccc2)C(=O)C(Cl)=C1NC(=O)c1ccccc1	-4.1%	-20%	-3	-17%	8%	-15%	0%	9%	39
COc1ccc(/C=C/S(=O)(=O)NCc2ccccc2)cc1OC	0.2%	-18%	4	1%[57.1 µM]	22%	-1%	6%	-3%	-8
Cc1ccccc1N/N=C/c1ccc(C#N)cc1	0.9%	-25%	-1	0%	-6%	4%	-11%	1%	3
c1ccc(N2CCN(c3ncccn3)CC2)cc1	-1.0%	-15%	-4	12%[57.1 µM]	-2%	3%	-10%	1%	-6
C[C@H](NC(=O)c1ccco1)C(=O)N1CCN(c2ccc(C(F)(F)F)cn2)CC1	.	-21%	-1	13%	-3%	-5%	1%	6%	0
O=C(NCCSCc1c(F)cccc1Cl)Nc1ccccc1	1.8%	-14%	-3	3%	0%	?	-1%	-2%	-11
COc1ccccc1N1CCN(C(=O)c2cc3cc(C)ccc3[nH]2)CC1	-4.7%	-22%	2	4%[57.1 µM]	7%	-4%	-2%	1%	-8
Cc1ccc(S(=O)(=O)NC2(C(F)(F)F)NC(=O)N(Cc3ccccc3)C2=O)cc1 (stereo not drawn)	-1.2%	4%	1	-4%	-2%	-4%	1%	-4%	-5
Cc1c(C)n(CCO)c2ncnc(Nc3ccc(F)cc3)c12	-0.3%	-6%	3	4%	6%	1%	1%	-8%	5
CC(C)CC(=O)Nc1nnc(S(=O)(=O)N2c3ccccc3CC2C)s1 (stereo not drawn)	-0.3%&-1.3%	-4%&-21%	0&1	5%&-2%	-3%&4%	-3%&1%	-1%&0%	15%&-12%	-2&-6
COc1ccc(C(C(=O)NCC2CCCO2)N(C(=O)CNC(=O)c2cccs2)c2ccccc2)cc1OC (stereo not drawn)	-0.3%	-22%	2	-7%	0%	-2%	-1%	-10%	-9
Cc1ccc(S(=O)(=O)NNC(=O)c2sccc2-n2cccc2)cc1	1.4%	-19%	2	10%	5%	-1%	-2%	3%	1
Cc1ccc(C(C)C)c(OCc2ccc(-c3nnco3)cc2)c1	2.8%	?	3	9%[57.1 µM]	1%	-2%	-6%	1%	1
CCc1nc(NCC2CC2)c2nnn(Cc3ccccc3)c2n1	.	8%	-2	.	-14%	-4%	1%	-2%	-3
COc1ccc(C(=O)Nn2cnc3ccccc3c2=O)cc1[N+](=O)[O-]	-0.1%	4%	2	-10%	-3%	-1%	2%	5%	-11
CCOC(=O)N1CCN(C(=O)CN(c2ccc(Oc3ccccc3)cc2)S(C)(=O)=O)CC1	-0.3%	-9%	5	0%[57.1 µM]	-5%	-2%	-1%	2%	-1
O=C(CCC(=O)NNC(=O)c1ccc([N+](=O)[O-])cc1)NCc1ccccc1	2.1%	-16%	-3	5%[57.1 µM]	2%	0%	-1%	7%	2
COc1ccc(/C=C/C(=O)NCc2ccc3c(c2)OCO3)cc1OC	.	-18%	0	14%	-8%	-6%	0%	6%	1
COCCCn1c(SC(C)C(=O)NC2CC2)nc2ccccc2c1=O (stereo not drawn)	0.2%	3%	-3	-6%[57.1 µM]	-9%	0%	0%	0%	-5
COc1ccc(OC)c(C2CC(=O)N(c3cccc(C)c3)C3=C2C(=O)OC3)c1 (stereo not drawn)	0.9%	-14%	-1	5%[11.4 µM]	-4%	0%	1%	18%	-9
Cc1ccc(C)c(S(=O)(=O)NCc2ccc(C(=O)N3CCC(Cc4ccccc4)CC3)cc2)c1	-4.5%	-22%	-5	5%	-9%	-5%	3%	1%	1
O=C(COc1cccc2c1CCNC2=O)Nc1ccc(F)cc1	1.7%	-21%	-1	-7%	9%	-3%	1%	3%	-7
CC1CN=C(N(C(=S)Nc2ccccc2)c2cccc(C(F)(F)F)c2)S1 (stereo not drawn)	-0.8%	?	-6	5%[57.1 µM]	5%	7%	-1%	13%	-4
COc1cc(/C=C(\NC(C)=O)C(=O)NC(C)(C)CC(C)(C)C)ccc1OC(C)=O	0.4%	-16%	-1	-6%	-6%	-3%	-1%	9%	3
CC(NS(=O)(=O)c1ccc(Br)cc1)C(=O)NCc1ccco1 (stereo not drawn)	-0.4%	-9%	-1	-2%	1%	-5%	1%	2%	-1
Cc1cc(C)c(NC(=O)CSc2nc3ccccc3c3nc(-c4ccccc4)nn23)c(C)c1	1.6%	-21%	0	0%[57.1 µM]	2%	-4%	1%	0%	4
O=C(CCCCCN1C(=O)c2cccc3cccc(c23)C1=O)NCCCO	9.9%	-9%	-6	37%	-13%	-3%	1%	-1%	-5
COc1ccc(CN(C)CC2CCCN(CCc3ccc(Cl)cc3)C2)cc1OC (stereo not drawn)	0.1%	-18%	2	-1%	-2%	-2%	0%	2%	-2
Cc1ccc(C(=O)COC(=O)CCC(=O)Nc2ccccc2Cl)cc1[N+](=O)[O-]	-0.1%	-8%	4	-6%	-11%	3%	1%	1%	-6

3 compounds out of the list, ordered by heavy-atom count, ascending.
SMILES	RXFP1 ag	USP1-UAF1 inh	PI4K2A block	TrxR1 substrate	Vif-A3F inh	GRP78 ERSR act	Vif-A3G inh	IDH1 R132H inh	LDHA inh
CC1CN=C(N(C(=S)Nc2ccccc2)c2cccc(C(F)(F)F)c2)S1 (stereo not drawn)	-0.8%	?	-6	5%[57.1 µM]	5%	7%	-1%	13%	-4
COc1ccc(CN(C)CC2CCCN(CCc3ccc(Cl)cc3)C2)cc1OC (stereo not drawn)	0.1%	-18%	2	-1%	-2%	-2%	0%	2%	-2
Cc1cc(C)c(NC(=O)CSc2nc3ccccc3c3nc(-c4ccccc4)nn23)c(C)c1	1.6%	-21%	0	0%[57.1 µM]	2%	-4%	1%	0%	4
